# STK33 kin inh – human STK33 kinase inhibition | inhibition, % at 12.5 µM | 0.44% of 27,000 active | Q9BYT3 | ADP-Glo luminescence, MBP substrate; in the data active means inhibition above about 20%
# Target sequence (Q9BYT3 whole entry, looked up): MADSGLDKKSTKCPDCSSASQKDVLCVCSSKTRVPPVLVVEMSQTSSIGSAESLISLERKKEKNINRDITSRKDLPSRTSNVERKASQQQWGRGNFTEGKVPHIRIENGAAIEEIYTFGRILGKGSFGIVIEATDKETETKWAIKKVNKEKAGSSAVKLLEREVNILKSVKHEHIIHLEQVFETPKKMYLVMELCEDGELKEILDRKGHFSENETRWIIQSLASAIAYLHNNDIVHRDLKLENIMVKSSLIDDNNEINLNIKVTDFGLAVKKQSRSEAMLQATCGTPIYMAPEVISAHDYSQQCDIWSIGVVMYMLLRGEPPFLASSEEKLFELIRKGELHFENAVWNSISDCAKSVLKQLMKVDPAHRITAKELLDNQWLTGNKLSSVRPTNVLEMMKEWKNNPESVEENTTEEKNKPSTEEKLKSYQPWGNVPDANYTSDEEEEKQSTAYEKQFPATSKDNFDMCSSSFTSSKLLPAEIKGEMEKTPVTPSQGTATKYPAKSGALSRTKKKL
# mut p53 react – re-activators of the mutant p53 pathway; activation, % at 9.98 µM; AID 624151; 1.5% of 28,000 active; SW480 PUMA-promoter luciferase, p53 mutant reactivation; in the data active means activation above about 52%
# Active calls of the source: *; x = no result given. Only part of the results is shown. The share of hits here may be higher or lower than overall.
# Each structure is followed by: mut p53 react | STK33 kin inh
C=C(C(=O)O[C@H]1C/C=C(/C)C[C@H](O)[C@H]2[C@H](C)C(=O)O[C@@H]2/C=C\1C)[C@@H]1CCC(=C)[C@@H]2C[C@H](O[C@@H]3O[C@H](COC(=O)CC(=O)O)[C@@H](O)[C@H](O)[C@H]3O)C(=C)[C@@H]2C1
→ x | -4
C[C@H](CO)N1C[C@H](C)[C@H](CN(C)C(=O)Nc2ccccc2)Oc2ccc(NC(=O)C3CCCCC3)cc2C1=O
→ x | -2
C[C@@H]1CN([C@@H](C)CO)C(=O)CCCn2cc(nn2)CO[C@@H]1CN(C)C
→ -14 | -3
COc1ccc(S(=O)(=O)N(C)C[C@H]2Oc3ccc(NC(=O)Nc4c(C)noc4C)cc3CC(=O)N([C@@H](C)CO)C[C@H]2C)cc1
→ x | 4
COc1ccccc1CN(C)C[C@@H]1OCc2cn(nn2)CCCC(=O)N([C@H](C)CO)C[C@@H]1C
→ 7 | 0
COc1ccc(OC)c(NC(=O)c2ccccc2N(C)S(=O)(=O)c2ccc(C)cc2)c1
→ -12 | 3
C[C@@H]1CN([C@H](C)CO)C(=O)c2cc(NC(=O)Nc3ccc4c(c3)OCO4)ccc2O[C@@H](C)CCCCO[C@@H]1CN(C)Cc1ccccc1
→ -19 | x
C[C@H]1CN([C@@H](C)CO)C(=O)c2cccc(NS(=O)(=O)c3ccc(Cl)cc3)c2O[C@@H]1CN(C)S(=O)(=O)c1ccc(F)cc1
→ -5 | x
C[C@@H]1CCCCO[C@@H](CN(C)C(=O)CCCN(C)C)[C@H](C)CN([C@@H](C)CO)C(=O)c2cc(NS(=O)(=O)c3cccs3)ccc2O1
→ -2 | x
CC(C)NC(=O)N(C)C[C@H]1OCCCC[C@H](C)Oc2ccc(NS(=O)(=O)c3cccs3)cc2C(=O)N([C@@H](C)CO)C[C@H]1C
→ 5 | x
C[C@H](CO)N1C[C@H](C)[C@H](CN(C)Cc2ccc(-c3ccccc3)cc2)OCc2cnnn2CCCC1=O
→ x | -6
Cc1cc(NS(=O)(=O)c2ccc(NC(=O)c3csc4ccccc34)cc2)no1
→ -5 | 0
O=C(Nc1cccc(NC(=O)c2ncn[nH]2)c1)c1cccc(Cl)c1
→ 8 | 32*
C[C@@H]1CN([C@H](C)CO)C(=O)Cc2cc(NC(=O)Cc3ccccc3)ccc2O[C@@H]1CN(C)Cc1ccc(Cl)c(Cl)c1
→ x | 3
COc1ccc(C)cc1N(CC(=O)Nc1ccc(Br)cc1F)S(C)(=O)=O
→ 4 | -3
Cc1noc(C)c1NC(=O)N(C)C[C@@H]1Oc2ccc(NC(=O)Nc3ccc4c(c3)OCO4)cc2C(=O)N([C@H](C)CO)C[C@@H]1C
→ -2 | x
CC(=O)C(Sc1nc(N(C)C)nc(N(C)C)n1)C(=O)Nc1ccccc1 (stereo not drawn)
→ -12 | -3
C[C@@H]1CCCCO[C@@H](CN(C)C(=O)Nc2cccc3ccccc23)[C@@H](C)CN([C@H](C)CO)C(=O)c2cc(N(C)C)ccc2O1
→ -9 | 3
CS(=O)(=O)N(CC(=O)Nc1ccc(F)cc1F)c1ccc(Cl)cc1
→ 2 | -3
C[C@H]1CN([C@@H](C)CO)C(=O)Cc2cc(NC(=O)Nc3ccc(F)cc3)ccc2O[C@H]1CN(C)Cc1ccncc1
→ x | 3

# A few values from the results shown.
# Entry for `C[C@@H]1CN([C@H](C)CO)C(=O)c2cc(NC(=O)Nc3ccc4c(c3)OCO4)ccc2O[C@@H](C)CCCCO[C@@H]1CN(C)Cc1ccccc1` under mut p53 react: -19
# Entry for `C[C@@H]1CCCCO[C@@H](CN(C)C(=O)Nc2cccc3ccccc23)[C@@H](C)CN([C@H](C)CO)C(=O)c2cc(N(C)C)ccc2O1` under STK33 kin inh: 3

# Continuation:
# Each structure is followed by: mut p53 react | STK33 kin inh
Cc1c(CCC(=O)O)c(=O)oc2cc(OCc3ccccc3F)ccc12
→ 8 | -2
COc1ccc(C)cc1NC(=O)CN(c1cccc2ccccc12)S(C)(=O)=O
→ -2 | -2
COc1ccc(NC(=O)Nc2ccc3c(c2)C(=O)N([C@@H](C)CO)C[C@H](C)[C@@H](CN(C)Cc2ccncc2)O3)cc1
→ 4 | -2
CC(CC(O)C1OC1(C)C)[C@@H]1CCC2(C)C3=CCC4C(C)(C)C(=O)CCC4(C)C3CC[C@@]12C (stereo partly drawn)
→ x | 3
COc1ccc(Cl)cc1NC(=O)CSc1nc2ccc(NC(=O)c3ccc(C)cc3)cc2s1
→ -8 | 1
COC(=O)/C(=C1\OC(=O)C(c2ccccc2)C1=O)c1ccccc1 (stereo not drawn)
→ x | 0
Cc1noc(C)c1S(=O)(=O)N(C)C[C@H]1Oc2ccc(NC(=O)CCCN(C)C)cc2CC(=O)N([C@H](C)CO)C[C@@H]1C
→ 4 | x
C[C@@H]1CCCCO[C@@H](CN(C)C(=O)Nc2ccccc2)[C@H](C)CN([C@H](C)CO)C(=O)c2cc(NC(=O)c3ccccc3)ccc2O1
→ -18 | x
COc1ccc(S(=O)(=O)Nc2ccc3c(c2)C(=O)N([C@H](C)CO)C[C@H](C)[C@H](CN(C)Cc2ccccc2)OCCCC[C@@H](C)O3)cc1
→ x | 1
Cc1nc2ccccn2c1-c1csc(NCc2ccco2)n1
→ 3 | 0
O=C(NCCNS(=O)(=O)c1ccccc1)c1ccc([N+](=O)[O-])cc1
→ -5 | -5
CCc1nc(SCC(=O)Nc2ccc(C(C)=O)cc2)n[nH]1
→ 3 | -3
Cc1noc(C)c1S(=O)(=O)Nc1ccc2c(c1)C(=O)N([C@@H](C)CO)C[C@H](C)[C@@H](CN(C)C(=O)NC(C)C)OCCCC[C@H](C)O2
→ -12 | x
C[C@@H]1CN([C@@H](C)CO)C(=O)c2cc(C#CCC3CCCC3)cnc2O[C@H]1CN(C)S(=O)(=O)c1cccs1
→ -17 | x
COC(=O)[C@]1(CCS(=O)(=O)c2ccccc2)N=C(c2ccc(OCCCO)cc2)O[C@@H]1c1ccccc1CN=[N+]=[N-]
→ x | 15
CCCNC(=O)C[C@H]1C[C@H]2c3cc(NS(=O)(=O)c4cccc(OC)c4)ccc3O[C@H]2[C@@H](CO)O1
→ 5 | x
C[C@@H]1CCCCO[C@H](CN(C)C(=O)Nc2ccc(C(F)(F)F)cc2)[C@H](C)CN([C@@H](C)CO)C(=O)c2cc(NS(C)(=O)=O)ccc2O1
→ -4 | x
Cc1cccc(-n2c(SCCC(=O)O)nnc2-c2cccs2)c1C
→ 2 | 4
CCC(=O)Nc1ccc(Cl)c(NC(=O)COc2ccc(Br)cc2)c1
→ 18 | 0
Clc1ccc2nc(NCc3ccccn3)nc(-c3ccccc3)c2c1
→ -13 | 2

# Each structure is followed by: mut p53 react | STK33 kin inh
c1coc(Cn2c(SCc3nc4ccccc4[nH]3)nnc2-c2ccco2)c1
→ 0 | -2
C[C@@H]1CN([C@@H](C)CO)C(=O)Cc2cc(NC(=O)NC3CCCCC3)ccc2O[C@@H]1CN(C)Cc1ccc(-c2ccccc2)cc1
→ x | -1
Cc1ccc(S(=O)(=O)Nc2nc(C)cc(N3N=N3)n2)cc1
→ 14 | 1
COc1ccc(NC(=O)C(C)N(c2ccc(C)cc2)S(C)(=O)=O)c(OC)c1 (stereo not drawn)
→ 3 | -1
C[C@@H]1CCCCO[C@@H](CN(C)S(=O)(=O)c2ccc(Cl)cc2)[C@@H](C)CN([C@H](C)CO)C(=O)c2cc(NC(=O)c3ccncc3)ccc2O1
→ x | 2
COc1ccc(S(=O)(=O)N(C)C[C@H]2Oc3ccc(NC(=O)Nc4ccc5c(c4)OCO5)cc3C(=O)N([C@H](C)CO)C[C@H]2C)cc1
→ -7 | x
O=S(=O)(NC1c2cccc3cccc(c23)C1Sc1ncccn1)c1ccccc1 (stereo not drawn)
→ -12 | 1
COc1ccc(S(=O)(=O)Nc2ccc3c(c2)CC(=O)N([C@@H](C)CO)C[C@H](C)[C@H](CN(C)C(=O)NC2CCCCC2)O3)cc1
→ x | 1
C[C@H](CO)N1C[C@H](C)[C@H](CN(C)Cc2ccc3c(c2)OCO3)OCCCC[C@H](C)Oc2ccc(NC(=O)CCCN(C)C)cc2C1=O
→ 7 | x
C[C@H]1CN([C@@H](C)CO)C(=O)Cc2cc(NS(=O)(=O)c3cccs3)ccc2O[C@@H]1CN(C)C(=O)NC1CCCCC1
→ x | 0
Cc1noc(C)c1S(=O)(=O)N(C)C[C@@H]1Oc2c(NC(=O)c3nc4ccccc4s3)cccc2C(=O)N([C@@H](C)CO)C[C@@H]1C
→ 8 | x
CC(C)NC(=O)Nc1ccc2c(c1)C(=O)N([C@H](C)CO)C[C@H](C)[C@H](CN(C)C(=O)Nc1ccc(F)cc1)OCCCC[C@H](C)O2
→ 9 | x
C[C@H](CO)N1C[C@H](C)[C@H](CN(C)S(=O)(=O)c2cccs2)Oc2c(NC(=O)C3CCOCC3)cccc2C1=O
→ 10 | 4
CC1(C)CC[C@]2(C(=O)O[C@@H]3O[C@H](CO)[C@@H](O)[C@H](O)[C@H]3O)CC[C@]3(C)C(=CCC4[C@@]5(C)CC[C@H](O[C@@H]6O[C@H](CO)[C@@H](O)[C@H](O[C@@H]7O[C@H](CO)[C@@H](O)[C@H](O)[C@H]7O)[C@H]6O[C@@H]6O[C@H](CO)[C@H](O)[C@H](O)[C@H]6O)C(C)(C)C5CC[C@]43C)[C@@H]2C1 (stereo partly drawn)
→ -27 | -7
Cc1cc(C)nc(SCC(=O)N2CCN(c3nnc(-c4ccccc4)c4ccccc34)CC2)n1
→ 4 | -2
C=C1C(=O)O[C@H]2[C@H]1[C@@H](OC(=O)C(C)CO)C[C@@]1(C)[C@H](O)CCC(=O)[C@H]21 (stereo partly drawn)
→ -9 | -3
NS(=O)(=O)c1ccc(NC(=S)NCCN2CCOCC2)cc1
→ -6 | -3
C[C@@H]1CCCCO[C@@H](CN(C)Cc2ccccc2)[C@H](C)CN([C@H](C)CO)C(=O)c2cc(NC(=O)Nc3ccc4c(c3)OCO4)ccc2O1
→ -25 | x
COc1ccc(CN(C)C[C@@H]2Oc3c(NC(=O)C4CCOCC4)cccc3C(=O)N([C@H](C)CO)C[C@H]2C)cc1
→ 1 | x
c1ccc(Cc2nn3c(C4COc5ccccc5O4)nnc3s2)cc1 (stereo not drawn)
→ 4 | -3

# Each structure is followed by: mut p53 react | STK33 kin inh
CC1(C)CC(=O)c2c(O)cc(OCC(=O)c3ccc(-c4ccccc4)cc3)cc2O1
→ -19 | 3
C[C@@H]1CCCCO[C@@H](CN(C)C(=O)c2ccncc2)[C@H](C)CN([C@H](C)CO)C(=O)c2cc(NS(=O)(=O)c3ccccc3)ccc2O1
→ -2 | x
C[C@]12CCC(=O)C=C1CC[C@@H]1C2[C@@H](O)C[C@@]2(C)C1CC[C@@H]2C(=O)CO (stereo partly drawn)
→ 10 | -2
Cn1c(SCC(=O)Nc2ccc(Oc3ccccc3)cc2)nnc1-c1ccccn1
→ 10 | -3
CCn1c(SCC(=O)c2ccc(Br)cc2)nnc1-c1cccc(N)c1
→ 11 | 2
CS(=O)(=O)N(CC(=O)Nc1ccc(C(F)(F)F)cc1)c1cccc(Br)c1
→ 13 | 0
CC(C)NC(=O)Nc1ccc2c(c1)C(=O)N([C@H](C)CO)C[C@H](C)[C@@H](CN(C)S(C)(=O)=O)OCCCC[C@@H](C)O2
→ x | 4
O=C(CSc1nc2sc3c(c2c(=O)[nH]1)CCCC3)Nc1ccccc1F
→ -7 | 3
COc1ccc(S(=O)(=O)N(C)C[C@H]2Oc3ccc(NS(=O)(=O)c4cn(C)cn4)cc3CC(=O)N([C@H](C)CO)C[C@@H]2C)cc1
→ 1 | x
COc1ccc(S(=O)(=O)N(C)CC(=O)Nc2cccc(F)c2)cc1Cl
→ 4 | 2
COc1ccc(S(=O)(=O)Nc2ccc3c(c2)CC(=O)N([C@H](C)CO)C[C@H](C)[C@H](CN(C)C(=O)NC2CCCCC2)O3)cc1
→ x | -3
COc1ccc(C#Cc2ccc3c(c2)O[C@H](CN(C)C(=O)NC2CCCCC2)[C@@H](C)CN([C@@H](C)CO)S3(=O)=O)cc1
→ -37 | x
C[C@@H]1CN([C@@H](C)CO)C(=O)c2cc(NS(=O)(=O)c3cccs3)ccc2O[C@@H]1CN(C)Cc1ccc(C(F)(F)F)cc1
→ x | -1
CC(=O)c1cccc(NC(=O)CN(C2CCCCC2)S(C)(=O)=O)c1
→ -2 | -2
C[C@@H]1CN([C@@H](C)CO)C(=O)CCCn2nncc2CO[C@H]1CN(C)C(=O)c1ccc(N2CCN(C)CC2)cc1
→ x | -10
COC(=O)c1cc(S(=O)(=O)Nc2nn(C)c3ccccc23)oc1C
→ 9 | x
Cc1ccc(S(=O)(=O)N(C)C[C@@H]2Oc3ncc(C#CCN(C)C)cc3C(=O)N([C@H](C)CO)C[C@@H]2C)cc1
→ x | -2
NC(=O)C1CC(=O)N(c2ccc(OCC(=O)Nc3cc(Cl)cc(Cl)c3)cc2)C1 (stereo not drawn)
→ 14 | 2

# Rewritten with bars between the fields: seven of the compounds above.
structure | mut p53 react | STK33 kin inh
COc1ccc(C#Cc2ccc3c(c2)O[C@H](CN(C)C(=O)NC2CCCCC2)[C@@H](C)CN([C@@H](C)CO)S3(=O)=O)cc1 | -37 | x
C[C@@H]1CN([C@@H](C)CO)C(=O)c2cc(NS(=O)(=O)c3cccs3)ccc2O[C@@H]1CN(C)Cc1ccc(C(F)(F)F)cc1 | x | -1
CC(=O)c1cccc(NC(=O)CN(C2CCCCC2)S(C)(=O)=O)c1 | -2 | -2
C[C@@H]1CN([C@@H](C)CO)C(=O)CCCn2nncc2CO[C@H]1CN(C)C(=O)c1ccc(N2CCN(C)CC2)cc1 | x | -10
COC(=O)c1cc(S(=O)(=O)Nc2nn(C)c3ccccc23)oc1C | 9 | x
Cc1ccc(S(=O)(=O)N(C)C[C@@H]2Oc3ncc(C#CCN(C)C)cc3C(=O)N([C@H](C)CO)C[C@@H]2C)cc1 | x | -2
NC(=O)C1CC(=O)N(c2ccc(OCC(=O)Nc3cc(Cl)cc(Cl)c3)cc2)C1 (stereo not drawn) | 14 | 2

# Part of the list above, bar-delimited.
SMILES | mut p53 react | STK33 kin inh
C[C@]12CCC(=O)C=C1CC[C@@H]1C2[C@@H](O)C[C@@]2(C)C1CC[C@@H]2C(=O)CO (stereo partly drawn) | 10 | -2
Cn1c(SCC(=O)Nc2ccc(Oc3ccccc3)cc2)nnc1-c1ccccn1 | 10 | -3
CCn1c(SCC(=O)c2ccc(Br)cc2)nnc1-c1cccc(N)c1 | 11 | 2
